From PubChem
sPLA2-III inh – human group III sPLA2 inhibitors, primary screen, biochemical, QFRET, BODIPY PC-A2 liposome substrate. QFRET BODIPY PC-A2 liposome hydrolysis, fluorescence. inhibition, % at 12.2 µM. actives 0.56% (n = 370,000). Group 3 secretory phospholipase A2 (Homo sapiens), Q9NZ20;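 active = inhibition above mean plus 3 SD of compounds lying within the high and low control bounds, cut at about 19% in these data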;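 note: 0% = median of test compound wells and 100% = no enzyme DMSO wells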
Target sequence (Q9NZ20 whole entry, looked up): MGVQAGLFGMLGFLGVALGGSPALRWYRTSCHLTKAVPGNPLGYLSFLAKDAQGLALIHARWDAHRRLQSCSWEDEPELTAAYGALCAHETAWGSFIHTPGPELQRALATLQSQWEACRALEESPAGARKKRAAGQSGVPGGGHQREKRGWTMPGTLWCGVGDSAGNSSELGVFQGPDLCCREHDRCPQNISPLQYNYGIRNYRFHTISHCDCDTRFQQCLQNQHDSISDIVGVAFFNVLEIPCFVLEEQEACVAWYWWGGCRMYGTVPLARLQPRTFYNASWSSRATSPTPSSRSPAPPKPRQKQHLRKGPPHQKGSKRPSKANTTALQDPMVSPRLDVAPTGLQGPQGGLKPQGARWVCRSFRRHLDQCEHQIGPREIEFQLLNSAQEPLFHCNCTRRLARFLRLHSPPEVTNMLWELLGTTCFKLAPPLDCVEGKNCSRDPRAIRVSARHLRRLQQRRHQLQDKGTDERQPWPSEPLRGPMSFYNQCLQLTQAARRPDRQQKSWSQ
GC-A act – GC-A stimulated cGMP production enhancers – HEK293 GC-A cells, cGMP TR-FRET, EC30 ANP, primary screen. AID 1671463, 2021. Atrial natriuretic peptide receptor 1 (Homo sapiens), P16066. actives 0.14% (n = 370,000). 0% at EC30 ANP, 100% saturating ANP. activation, % at 10 µM; in the data active = activation above about 40%
DAX1 inh-1 – DAX1 (NR0B1) inhibitors on StAR promoter, primary screen, cell-based, luminescence, SF-1 (NR5A1), full-length DAX-1; HEK293T StAR-luciferase reporter, SF-1/DAX-1 repression relief; inhibition, % at 6.8 µM; actives 1.1% (n = 370,000); AID 652010, 2013;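 active = inhibition above the mean over all tested compounds plus 3 SD, cut at about 3.6% in these data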;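 note: 0% = DAX-1 cells with DMSO and 100% = cells lacking DAX-1 with DMSO; higher inhibition means more luminescence from relief of DAX-1 repression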
GAA850 FXN act – FXN promoter activators, primary screen, cell-based, luciferase luminescence, HEK293 lucGAA850 | activation, % at 6 µM | HEK293 lucGAA850 FXN promoter luciferase reporter, 24 h; percent of 10 µM SAHA response | actives 0.56% (n = 360,000);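 active = activation above the average of all compounds screened plus 3 SD, cutoff fixed separately per campaign, cut at about 7.5% in these data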;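 note: 0% = DMSO wells and 100% = 10 µM SAHA wells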
NPR2 activator – human GC-B receptor activators, primary screen, HEK293 GC-B cells, cGMP TR-FRET, EC30 CNP; Atrial natriuretic peptide receptor 2 (Homo sapiens), P20594; 0% at EC30 CNP, 100% saturating CNP; activation, % at 10 µM; actives 0.11% (n = 370,000);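 active = activation at 10 µM reaching about 35% in either raw or pattern-adjusted values, limit read from the data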
DAX1 inh-2 – DAX1 (NR0B1) inhibitors, primary screen, cell-based, HEK293, Gal4-DAX1, luciferase luminescence. AID 504766, 2011. actives 0.99% (n = 340,000). inhibition, % at 6.75 µM. HEK293 Gal4-DAX1 luciferase reporter. Nuclear receptor subfamily 0 group B member 1 (Homo sapiens), P51843;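 active = inhibition above the mean over all tested compounds plus 3 SD, cut at about 4.2% in these data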;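 note: 0% = DAX1-transfected cells with DMSO and 100% = empty-vector control cells with DMSO; inhibition shows as a rise in luminescence from relieved DAX1 repression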
Target sequence (P51843 207-470 limits assumed): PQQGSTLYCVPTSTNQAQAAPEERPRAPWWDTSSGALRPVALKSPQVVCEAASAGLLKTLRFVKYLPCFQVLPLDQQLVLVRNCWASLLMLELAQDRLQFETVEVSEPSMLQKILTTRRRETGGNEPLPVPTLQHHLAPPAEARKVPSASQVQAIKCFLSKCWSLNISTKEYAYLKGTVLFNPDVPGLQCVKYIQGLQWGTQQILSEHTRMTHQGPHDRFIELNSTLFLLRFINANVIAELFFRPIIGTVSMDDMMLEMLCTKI
KLK7 zymogen act – proKLK7 zymogen activators, primary screen, biochemical, fluorescence intensity | AID 652039, 2013 | purified proKLK7, EDANS-DABCYL substrate fluorescence; 100% is mature enzyme control, 0% vehicle | activation, % at 7 µM | Kallikrein-7 (Homo sapiens), P49862 | actives 0.9% (n = 370,000);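 active = activation above the mean of all tested compounds plus 3 SD, computed per campaign excluding outliers beyond control limits, cut at about 13% in these data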
Target sequence (P49862 whole entry, looked up): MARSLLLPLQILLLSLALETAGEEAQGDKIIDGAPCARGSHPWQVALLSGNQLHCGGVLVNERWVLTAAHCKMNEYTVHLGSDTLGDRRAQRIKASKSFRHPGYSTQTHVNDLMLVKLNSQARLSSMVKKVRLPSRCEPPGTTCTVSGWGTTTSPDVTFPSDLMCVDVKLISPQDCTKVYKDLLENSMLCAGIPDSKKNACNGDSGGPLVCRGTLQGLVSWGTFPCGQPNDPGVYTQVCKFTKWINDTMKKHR
hgDAF12 agonist – H. glycines DAF-12 receptor agonists, primary screen, cell-based, luminescence, HEK293, GAL4 fusion, UAS-luciferase; Nuclear hormone receptor DAF-12 (Heterodera glycines), GAL4 fusion; HEK293 GAL4-hgDAF12 UAS-luciferase reporter, agonist luminescence; normalized to butyrate control; activation, % at 6.8 µM; actives 1.8% (n = 370,000);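 active = activation above a cutoff set at the mean of all screened compounds plus 3 SD, cut at about 10% in these data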;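 note: 0% = DMSO wells and 100% = sodium butyrate wells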
hcDAF12 agonist – H. contortus DAF-12 nuclear receptor activators, primary screen, cell-based, luminescence, HEK293, lit1-tk-luc reporter; activation, % at 6.8 µM; AID 652067, 2013; actives 1.4% (n = 370,000); HEK293 hcDAF-12 lit1-tk-luc reporter; 0% DMSO, 100% Δ7-dafachronic acid;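 active = activation above the mean of all tested compounds plus 3 SD, cut at about 5.5% in these data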;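 note: 100% = response to 3 µM Δ7-dafachronic acid high control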
SMARCA2 activ – SMARCA2 (BRM) function activators, primary screen, cell-based, luminescence, high throughput | MG213 cells, MMTV-luciferase reporter, dexamethasone, overnight | activation, % at 9.1 µM | actives 1% (n = 370,000) | AID 652017, 2013; in the data active = activation above about 7.8%;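 note: 0% = vehicle wells and 100% = reference activator wells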
ssDAF-12 act – S. stercoralis DAF-12 nuclear receptor activators, primary screen, cell-based, luminescence, HEK293, GRIP1 co-expression, lit1-tk-luc; actives 1% (n = 370,000); activation, % at 6.8 µM; HEK293 ssDAF-12/GRIP1 lit1-tk-luc reporter; % of 3 µM dafachronic acid response;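 active = activation above the mean over all tested compounds plus 3 SD, cut at about 0.9% in these data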;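 note: 0% = DMSO-only wells and 100% = 3 µM delta7-dafachronic acid wells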
* hit, by the source's call; · = no result given.

SMILES	sPLA2-III inh	GC-A act	DAX1 inh-1	GAA850 FXN act	NPR2 activator	DAX1 inh-2	KLK7 zymogen act	hgDAF12 agonist	hcDAF12 agonist	SMARCA2 activ	ssDAF-12 act
CC(C)(C)NC(=O)NCC1CCCC1NC(=O)NC(C)(C)C (stereo unspecified)	4	4	-0.7	0.9	0	0.3	0.3	2.9	0.0	-2	-0.4
CC1CCCC(NC(=O)COC(=O)c2c[nH]c(=O)[nH]c2=O)C1C (stereo unspecified)	-6	-1	0.1	-1.6	-4	0.7	-0.6	-0.6	-2.5	1	-1.3
O=C1c2cccc3cccc(c23)C(=O)N1/N=C/c1ccc(O)cc1O	4	-2	0.1	4.1	-1	-0.1	-1.6	0.0	2.2	-2	-0.5
CCOC(=O)c1c(NC(=O)c2ccc(S(=O)(=O)N3CCOCC3)cc2)sc2c1CCN(C)C2	-19	9	-0.8	0.3	-7	-0.3	-124	-2.6	-0.9	-3	-1.6
C=CCNC(=O)c1cc(-c2ccc(Br)cc2)on1	5	20	1.6	1.8	-3	1.5	-0.7	10	1.3	2	-1.0
CCOC(=O)C1(Cc2cccc(OC)c2)CCCN(S(=O)(=O)N(C)C)C1 (stereo unspecified)	-5	-4	0.7	0.7	2	0.9	0.2	-1.0	-1.2	2	-1.1
CCOc1ccc(N(CC(=O)Nc2ccccc2OC)S(C)(=O)=O)cc1	-2	-1	0.0	-0.9	0	0.2	0.0	-1.2	-1.4	5	-0.8
COc1ccc(OCc2cc(C(=O)N3CCCC3)no2)c2ccccc12	-10	-2	6.0*	4.8	-4	1.9	-0.2	7.5	10*	5	0.7
CC1(C(=O)NS(=O)(=O)c2ccc(Cl)cc2)CCN1C(=O)c1ccccc1CCc1ccccc1 (stereo unspecified)	-19	0	0.0	0.9	0	·	0.1	0.2	2.3	-4	-0.8
COC(=O)Cn1c(=O)c(C)nc2ccccc21	-4	-4	-1.7	1.2	6	1.2	1.4	-3.0	-1.7	1	-2.0
O=C(NCc1cccc(F)c1)c1cccc(OC2CCN(C(=O)C3CC3)CC2)c1	5	1	-2.8	-2.5	0	-1.3	0.0	-3.3	-3.8	-3	-1.7
O=C(O)C(=Cc1ccnc2ccccc12)C(=O)O	4	5	-0.9	-0.7	-1	1.7	0.1	3.0	-1.0	0	-0.7
CN(C)c1ncnc2c1ncn2[C@H]1CN(Cc2ccncc2)C[C@@H](CO)O1	10	-1	-0.4	1.4	-4	·	-1.1	0.5	-1.7	-3	-1.4
CN1CCNC(=O)C1CC(=O)NCCC1=CCCCC1 (stereo unspecified)	1	5	0.4	-1.2	-3	-1.3	0.0	-0.8	1.3	-5	-1.2
Cc1ccc(NC(=O)CSc2nc3ccccc3c(=O)n2CCCC(=O)NCCCN2CCOCC2)cc1C	-6	3	-1.6	-2.6	-2	-0.5	0.0	2.5	-0.9	2	-1.5
COc1ccc(NC(=O)CC23CC4CC(C2)CC(n2nnc(C)n2)(C4)C3)cc1	-2	-6	-1.0	-0.4	3	-2.2	-0.2	-0.9	0.1	0	-1.3
Cc1cc2nc(-c3ccccc3)c(Cc3ccccc3)n2c(C)c1Br	-3	-4	0.4	·	-1	·	-0.3	7.9	2.6	0	0.2
COC(=O)c1cc(NC(=O)COC(=O)CCc2nc3ccccc3c(=O)[nH]2)cc(C(=O)OC)c1	0	-6	-0.5	-0.2	-6	-0.9	0.4	5.1	-1.5	-2	-0.9
O=C1CC(SCCc2nc3ccccc3[nH]2)C(=O)N1c1ccc(F)cc1 (stereo unspecified)	-3	-1	-0.2	-1.3	4	1.5	0.4	-2.0	-2.0	4	-0.6
CCc1cccc(NC(=O)C2CCCN(c3cnccn3)C2)c1 (stereo unspecified)	5	-3	-1.1	0.2	-1	-0.2	0.4	-1.7	-1.7	-3	-1.7
COc1ccccc1NC(=O)C(=O)N/N=C(\C)CC(=O)Nc1ccccc1C(F)(F)F	-17	2	0.1	-1.0	1	0.1	0.0	0.2	-3.1	0	-0.8
Cc1ccc(NC(=O)CN2CCN(Cc3ccccc3)CC2)c(Br)c1	-13	2	-0.2	0.8	-1	2.2	0.6	-2.9	-2.1	2	-2.3
O=C(CN1C(=O)NC2(CCCC2)C1=O)N1CCN(S(=O)(=O)c2ccc(Cl)c(C(F)(F)F)c2)CC1	-6	-2	-2.1	0.5	-2	-0.4	-0.2	-2.2	-1.6	4	-1.3
CCOCC(=O)Nc1nnc(C)s1	2	-2	-0.3	-1.7	5	-0.2	-0.1	-1.2	-0.3	-3	-1.1
NS(=O)(=O)c1ccc(NC(=S)NCc2ccc(Cl)cc2)cc1	-23	3	-0.4	-0.4	0	-0.7	-0.6	0.0	-1.0	-2	-0.9
CSC(=Nc1ccc(Cl)cc1)N[n+]1ccccc1	3	0	0.0	2.6	-2	-0.1	0.2	1.2	-3.1	-2	-0.1
COc1ccc2nc(COC(=O)c3cccc([N+](=O)[O-])c3)c(C(C)=O)[n+]([O-])c2c1	4	-3	-0.2	1.5	1	1.3	0.3	0.2	-1.5	0	-0.6
CCOC1=C2[C@@H](CN(S(=O)(=O)c3ccc(C)cc3)[C@H]2c2ccccc2F)[C@H]2C(=O)NC(=O)[C@H]2C1	-74	-7	0.3	·	-6	·	-0.4	0.5	1.4	-2	-1.1
CC1(C)OC(=O)C2=C(CC(CCc3ccccc3)OC2c2cccc(C(F)(F)F)c2)O1 (stereo unspecified)	-1	-1	0.0	·	0	·	-0.7	-1.8	0.2	0	-0.2
Nc1nc(Cl)c(C=O)c(N2CCCCC2)n1	-1	3	0.2	0.2	7	1.3	-0.7	-1.9	2.2	-2	-1.6

Compound profiles, as listed above. Order of values: sPLA2-III inh	GC-A act	DAX1 inh-1	GAA850 FXN act	NPR2 activator	DAX1 inh-2	KLK7 zymogen act	hgDAF12 agonist	hcDAF12 agonist	SMARCA2 activ	ssDAF-12 act
Shown for CCc1cccc(NC(=O)C2CCCN(c3cnccn3)C2)c1 (stereo unspecified) → 5	-3	-1.1	0.2	-1	-0.2	0.4	-1.7	-1.7	-3	-1.7
Shown for COc1ccc(OCc2cc(C(=O)N3CCCC3)no2)c2ccccc12 → -10	-2	6.0*	4.8	-4	1.9	-0.2	7.5	10*	5	0.7
Shown for CN1CCNC(=O)C1CC(=O)NCCC1=CCCCC1 (stereo unspecified) → 1	5	0.4	-1.2	-3	-1.3	0.0	-0.8	1.3	-5	-1.2

Later entries:
SMILES	sPLA2-III inh	GC-A act	DAX1 inh-1	GAA850 FXN act	NPR2 activator	DAX1 inh-2	KLK7 zymogen act	hgDAF12 agonist	hcDAF12 agonist	SMARCA2 activ	ssDAF-12 act
Cc1ccc(NC(=O)CNc2cccc(Br)c2)cc1S(=O)(=O)N1CCOCC1	-18	4	-2.1	0.1	2	-0.5	0.1	-2.2	1.3	-4	-1.8
COc1cc(C2C(C#N)=C(N)Oc3cc(O)ccc32)cc2c1OCO2 (stereo unspecified)	0	53*	0.3	1.0	0	0.0	-0.7	-1.1	-0.4	3	-1.2
Cc1cccc(C)c1OCc1cc(C(=O)N2CCC(C3CCCCC3)C2)no1 (stereo unspecified)	6	-5	4.7*	4.4	-5	1.6	-0.4	10	1.0	4	0.5
O=C(/C=C/c1ccc(OCCCF)cc1)Nc1ccnc(-c2cccnc2)n1	-4	3	-0.5	-5.5	-1	1.2	-1.6	2.2	-1.1	-1	-1.4
CN(C)c1nc(N)nc2c1ncn2C1OC(CO)CC1O (stereo unspecified)	2	0	1.4	·	11	·	-0.2	2.7	-0.2	0	-1.3
Cc1ccc(NC(=S)N2CCCC(c3ccccc3)=N2)cc1	4	-2	-0.1	1.0	-5	1.1	0.6	0.5	-1.0	1	-1.6
N/C(=N\OC(=O)c1ccccc1Cl)c1ccncc1	7	7	5.6*	3.4	0	-0.2	-0.1	14*	6.2*	1	0.5
Cc1ccccc1C(=O)Nc1nnc(S(=O)(=O)N(C)Cc2ccco2)s1	-12	-1	2.0	0.2	2	0.4	0.6	1.7	-1.7	-1	-1.1
CCCS(=O)(=O)N1CCCC(C(=O)NCc2cccnc2)C1 (stereo unspecified)	4	4	0.1	1.1	-3	0.1	-0.1	2.5	-1.2	1	-0.6
CC(NC(=O)CS(=O)(=O)c1ccccc1)c1ccccc1 (stereo unspecified)	11	2	1.2	-0.7	-1	1.0	-0.8	-0.1	1.3	2	-0.9
CC(C)CCn1nnnc1CN1CCN(c2ccccc2)CC1	-6	0	0.0	-1.0	2	-0.5	-0.4	0.4	-0.7	-3	-0.6
O=C(NC1CCCC1)c1ccc(CSCc2ccccc2F)o1	-3	-2	-0.2	3.6	17	-0.9	0.0	-0.6	-1.9	4	-0.9
CCCCN(C)Cc1c(C)[nH]c2ccccc2c1=O	1	3	0.0	-0.4	2	3.0	-0.1	-0.7	0.2	-2	-0.8
CC1=Nc2cc(C(=O)O)ccc2Sc2ccc(Br)cc21	-13	-6	1.1	1.1	7	-0.1	0.0	1.9	-0.3	-3	-0.3
CC(C)c1cc(C(N)=O)c(NC(=O)C2CCC2)s1	-2	2	-0.8	-0.9	-6	-1.3	-0.3	0.2	-1.1	-4	-1.3
CCCCCCCC(=O)Nc1cc(C(=O)NCCC)ccc1N1CCC2(CC1)CC(c1ccccc1)=NO2	3	-1	-0.2	1.1	-2	0.6	0.4	0.2	0.6	0	-0.9
O=C(NCc1ccc(C(F)(F)F)cc1)c1cccc2c(-c3cccnc3)coc12	-13	-2	0.2	3.3	-1	·	-0.6	3.6	-2.6	-5	-1.8
CCOc1ccc(C2/C(=C(\O)c3ccc(OC)c(OC)c3)C(=O)C(=O)N2c2cc(C)on2)cc1OC (stereo unspecified)	-6	2	0.1	1.8	0	2.8	0.5	-0.1	-1.0	-5	-1.4
CCOCCN1CCN(C(=O)CN2CCCC2=O)CC1	1	-2	0.0	1.2	1	0.5	-0.3	-1.0	-1.1	1	-0.9
O=C(NCc1ccc2c(c1)OCO2)c1ccc(S(=O)(=O)C(F)F)cc1	-3	·	-0.4	1.2	·	-0.7	-0.4	-0.8	-1.0	-2	-1.5
O=C(Nc1ccc(F)cc1Cl)C1=COCCO1	6	3	2.5	0.3	6	1.7	0.6	2.8	0.6	-3	-1.1
CN1CCN(CCC(=O)N/N=C/c2cc([N+](=O)[O-])ccc2O)CC1	12	-3	-0.3	1.1	0	-0.5	-0.5	1.0	-2.9	-2	-1.3
Cn1cc(CC(=O)NCCCN2CCCC2=O)c2ccccc21	0	2	0.5	2.7	-2	0.3	0.2	0.6	1.5	0	-0.9
